APOBEC3A inh – inhibitors of human APOBEC3A DNA deaminase; recombinant A3A, FAM/TAMRA ssDNA deamination fluorescence; inhibition, % at 20 µM; hit rate 0.41% among 330,000;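 active = at least 40% inhibition at 20 µM here, with at most 30% in a related deaminase screen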;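 note: plate controls were A3A with DMSO for no effect and wells lacking A3A enzyme for full effect; some results filed as inactive read as strong as hits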
Target sequence (P31941 whole entry, looked up): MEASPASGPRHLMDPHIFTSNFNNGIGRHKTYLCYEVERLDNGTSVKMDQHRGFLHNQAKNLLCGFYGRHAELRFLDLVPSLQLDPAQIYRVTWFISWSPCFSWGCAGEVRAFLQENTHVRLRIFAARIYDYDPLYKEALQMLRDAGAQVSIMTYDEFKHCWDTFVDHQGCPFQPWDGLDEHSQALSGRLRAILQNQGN
hIAP act – increases human intestinal alkaline phosphatase activity; P09923; purified human IAP, CDP-Star luminescence, 30 min; hits give high values; 1 = vehicle-only enzyme, 0 = enzyme-free background; activation factor at 10 µM; hit rate 0.16% among 330,000; AID 2524;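 active = activation factor of the enzyme at least 2-fold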; note: the source names both 10 and 20 µM as test concentration; values of inactives mirror those of a sister screen read the other way
ATG4B inh – blocks human ATG4B protease cleavage of LC3 substrate; Q9Y4P1; ATG4B cleavage of LC3-PLA2, NBD-HPC fluorescence, 1 h; inhibition, % at 8.33 µM; hit rate 0.51% among 340,000; in the data active = inhibition above about 40%
Target sequence (Q9Y4P1 whole entry, looked up): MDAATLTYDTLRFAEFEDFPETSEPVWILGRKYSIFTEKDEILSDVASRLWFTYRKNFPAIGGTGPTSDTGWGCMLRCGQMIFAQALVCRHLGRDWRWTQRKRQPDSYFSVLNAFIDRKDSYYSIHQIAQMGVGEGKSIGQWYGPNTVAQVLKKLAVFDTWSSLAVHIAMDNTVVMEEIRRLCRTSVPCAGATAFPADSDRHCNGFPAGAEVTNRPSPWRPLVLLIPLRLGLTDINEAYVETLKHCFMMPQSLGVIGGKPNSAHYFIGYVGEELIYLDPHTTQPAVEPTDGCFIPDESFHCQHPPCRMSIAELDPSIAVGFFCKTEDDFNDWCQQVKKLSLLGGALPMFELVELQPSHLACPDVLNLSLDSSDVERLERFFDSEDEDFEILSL
hIAP inh – blocks human intestinal alkaline phosphatase; P09923; purified IAP, CDP-Star luminescence, 30 min; inhibition, % at 10 µM; hit rate 0.12% among 330,000; AID 2544;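 active = inhibition reaching a set limit with compound at 10 µM in the primary screen, cut at about 35% in these data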;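 note: plate controls were DMSO wells with enzyme for no effect and no-enzyme buffer wells for full effect; values of inactives mirror those of a sister screen read the other way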
MPTP inh – inhibitors of mitochondrial permeability transition pore; AID 602449; inhibition, % at 10 µM; isolated mouse mitochondria, Ca2+ swelling absorbance, 30 min; hit rate 1.4% among 360,000;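 active = inhibition of 50% or more, scaled per plate between neutral and stimulator controls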;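 note: 0% = DMSO wells given calcium and 100% = 1 mM EGTA wells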
MIN6 prolif – inducers of beta-cell replication in MIN6 cells; MIN6 cells proliferation, ATPlite luminescence, 48 h; cells starved in 0.2% serum; 100% = growth in 10% serum; AID 2380; proliferation, % at 10 µM; hit rate 0.29% among 330,000;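 active = compounds whose signal lies at least 3.5 SD above the mean of all wells on their plate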;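 note: 0% = DMSO-treated cells in low-serum medium and 100% = 10% serum control; some compounds called inactive have numbers as strong as hits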
mIAP inh – mouse IAP inhibition; purified mouse IAP, CDP-Star luminescence, 30 min; inhibition, % at 10 µM; hit rate 0.2% among 330,000; AID 2806;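 active = inhibition of at least 40% at 10 µM in the primary screen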;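 note: plate controls were DMSO with enzyme for no effect and no enzyme wells for full effect; values of inactives mirror those of a sister screen read the other way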
APOBEC3G inh – APOBEC3G (human) deaminase inhibition | recombinant A3G, ssDNA deamination FAM/TAMRA fluorescence | inhibition, % at 20 µM | hit rate 0.28% among 330,000 | AID 493012;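 active = inhibition of at least 40% at 20 µM, with no more than 30% in the related APOBEC3A deaminase screen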;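 note: plate controls were DMSO wells with A3G for no effect and wells lacking A3G enzyme for full effect; some compounds called inactive have numbers as strong as hits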
Target sequence (Q9HC16 whole entry, looked up): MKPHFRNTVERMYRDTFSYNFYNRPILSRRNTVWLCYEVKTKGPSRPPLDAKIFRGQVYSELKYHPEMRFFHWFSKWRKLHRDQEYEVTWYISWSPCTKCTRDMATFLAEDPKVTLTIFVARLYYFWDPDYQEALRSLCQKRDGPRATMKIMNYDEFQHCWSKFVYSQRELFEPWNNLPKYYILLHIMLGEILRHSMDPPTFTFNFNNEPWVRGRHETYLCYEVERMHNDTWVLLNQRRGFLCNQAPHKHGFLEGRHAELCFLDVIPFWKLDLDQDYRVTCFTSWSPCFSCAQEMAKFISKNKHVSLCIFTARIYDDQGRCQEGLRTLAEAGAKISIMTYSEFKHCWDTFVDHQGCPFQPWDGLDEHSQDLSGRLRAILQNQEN
mIAP act – increases mouse intestinal alkaline phosphatase activity | muIAP, CDP-Star luminescence, 30 min; hits give high values; 1 = vehicle-only enzyme signal, 0 = enzyme-free wells | AID 2805 | activation factor at 10 µM | hit rate 0.24% among 330,000;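 active = activation factor of at least 2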; note: the source names both 10 and 20 µM as test concentration; values of inactives mirror those of a sister screen read the other way
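Assay system: mouse IAP enzyme; Reagent: CDP-Star chemiluminescent phosphatase substrate; Compound: DMSO-dissolved test compounds; Incubation: 30 min, room temperature; Technique: luminescence from enzymatic CDP-Star hydrolysis; Controls: DMSO-only wells and no-enzyme negative control.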
Numbers without * were called inactive. Not all compounds are listed; count on the stated rates, not on these rows.

Results for CSc1nc(N)c(N=Nc2ccc([As](=O)(O)O)cc2)c(=O)[nH]1 ?
APOBEC3A inh: 3; hIAP act: 1.1; ATG4B inh: 1; hIAP inh: -6; MPTP inh: -1.1; MIN6 prolif: -3; mIAP inh: 6; APOBEC3G inh: 2; mIAP act: 0.94

What do the screens show for `COC(=O)C1=C(c2cccc(OCc3ccccc3)c2)C[C@@H]2CC[C@H]1N2C(=O)NCCc1ccc(F)cc1`?
APOBEC3A inh: -2; hIAP act: 1.2; ATG4B inh: -7; hIAP inh: -21; MPTP inh: 0.3; MIN6 prolif: -7; mIAP inh: -33; APOBEC3G inh: -13; mIAP act: 1.3

Results for C=CCn1cc(C=C2C(=O)N(C)C(=O)N(C)C2=O)c2ccccc21 ?
APOBEC3A inh: -3; hIAP act: 0.92; ATG4B inh: -2; hIAP inh: 8; MPTP inh: -0.6; MIN6 prolif: -5; mIAP inh: 4; APOBEC3G inh: -7; mIAP act: 0.95

How did CC[N+]12CCC(CC1)C(=C(c1ccccc1)c1ccccc1)C2 do in these assays?
APOBEC3A inh: 2; hIAP act: 0.83; ATG4B inh: -2; hIAP inh: 17; MPTP inh: 0.7; MIN6 prolif: 0; mIAP inh: 0; APOBEC3G inh: -3; mIAP act: 0.99

How did CC1CN(c2ccc([N+](=O)[O-])cc2Cl)CCN1 (stereo not given) do in these assays?
APOBEC3A inh: 3; hIAP act: 1.1; ATG4B inh: -9; hIAP inh: -9; MPTP inh: -0.3; MIN6 prolif: -1; mIAP inh: 1; APOBEC3G inh: -9; mIAP act: 0.99

How did COC(=O)C1=C(c2ccc(F)cc2OCc2ccccc2)C[C@@H]2CC[C@H]1N2C(=O)NCc1cc(C)oc1C(F)(F)F do in these assays?
APOBEC3A inh: 5; hIAP act: 0.98; ATG4B inh: -4; hIAP inh: 2; MPTP inh: 0.7; MIN6 prolif: -5; mIAP inh: -29; APOBEC3G inh: -1; mIAP act: 1.3

How did O=c1c2ccccc2nc(/C=C\c2ccccc2[N+](=O)[O-])n1-c1ccccc1O do in these assays?
APOBEC3A inh: 1; hIAP act: 0.96; ATG4B inh: 25; hIAP inh: 4; MPTP inh: 2.7; MIN6 prolif: -4; mIAP inh: 9; APOBEC3G inh: -5; mIAP act: 0.91

How did CC(Cc1ccccc1)NC(=O)C(c1ccc(N)cc1)c1ccc(N)cc1 (stereo not given) do in these assays?
APOBEC3A inh: -3; hIAP act: 1; ATG4B inh: 3; hIAP inh: -4; MPTP inh: 0.5; MIN6 prolif: -2; mIAP inh: -8; APOBEC3G inh: -3; mIAP act: 1.1

How did NC(=S)N/N=C/c1coc2ccccc2c1=O do in these assays?
APOBEC3A inh: -5; hIAP act: 1.2; ATG4B inh: 0; hIAP inh: -18; MPTP inh: 2.6; MIN6 prolif: 7; mIAP inh: 7; APOBEC3G inh: -9; mIAP act: 0.93

Results for O=C1C2CCCN2C(c2cccnc2)N1c1cccc(Cl)c1 (stereo not given) ?
APOBEC3A inh: -2; hIAP act: 0.86; ATG4B inh: -5; hIAP inh: 14; MPTP inh: -2.7; MIN6 prolif: 0; mIAP inh: -3; APOBEC3G inh: -6; mIAP act: 1

How did CN1CC(C(=O)c2ccc(F)cc2)C(c2ccc(F)cc2)C1 (stereo not given) do in these assays?
APOBEC3A inh: -2; hIAP act: 0.96; ATG4B inh: 6; hIAP inh: 4; MPTP inh: 0.1; MIN6 prolif: -2; mIAP inh: 6; APOBEC3G inh: -11; mIAP act: 0.94

How did O=C1CC(=O)N(c2cccc(F)c2)C(=O)N1 do in these assays?
APOBEC3A inh: -3; hIAP act: 1.3; ATG4B inh: 12; hIAP inh: -29; MPTP inh: -0.2; MIN6 prolif: -2; mIAP inh: 0; APOBEC3G inh: 2; mIAP act: 1

What do the screens show for `CC(C)Cc1nc(N2CCNCC2)c(C#N)c2c1CCC2`?
APOBEC3A inh: -3; hIAP act: 1.1; ATG4B inh: 6; hIAP inh: -8; MPTP inh: -0.4; MIN6 prolif: -5; mIAP inh: 9; APOBEC3G inh: -6; mIAP act: 0.91

What do the screens show for `Cc1ccc(S(=O)(=O)CC(=O)c2cc(C)c(OC(=O)N(C)C)c(C)c2)cc1`?
APOBEC3A inh: 2; hIAP act: 0.93; ATG4B inh: -1; hIAP inh: 7; MPTP inh: 1.3; MIN6 prolif: 0; mIAP inh: -7; APOBEC3G inh: 1; mIAP act: 1.1

What do the screens show for `COc1cccc(OC)c1C1=NCC(=O)Nc2c1oc1ccc(Br)cc21`?
APOBEC3A inh: -3; hIAP act: 1.1; ATG4B inh: -13; hIAP inh: -8; MPTP inh: 0.4; MIN6 prolif: -5; mIAP inh: -5; APOBEC3G inh: -12; mIAP act: 1

Results for COC(=O)C1=C(c2cccc(OCc3ccccc3)c2)C[C@@H]2CC[C@H]1N2C(=O)NCc1cccc(F)c1 ?
APOBEC3A inh: 1; hIAP act: 1.1; ATG4B inh: 21; hIAP inh: -8; MPTP inh: 1.1; MIN6 prolif: -7; mIAP inh: -29; APOBEC3G inh: -7; mIAP act: 1.3

How did CCCCn1c(O)c(C(CC)=Nc2ccc(OCC)cc2)c(=O)[nH]c1=O do in these assays?
APOBEC3A inh: 0; hIAP act: 0.92; ATG4B inh: -2; hIAP inh: 8; MPTP inh: 9.9; MIN6 prolif: 1; mIAP inh: 6; APOBEC3G inh: -2; mIAP act: 0.94

What do the screens show for `CCOc1cc2c(cc1OCC)-n1cccc1C(c1ccc(C(C)C)cc1)NC2` (stereo not given)?
APOBEC3A inh: 1; hIAP act: 1.1; ATG4B inh: 5; hIAP inh: -14; MPTP inh: 4.4; MIN6 prolif: -6; mIAP inh: -4; APOBEC3G inh: -2; mIAP act: 1

How did COCCNC(=O)CN1C2CCC1CC(O)(c1cccnc1)C2 (stereo not given) do in these assays?
APOBEC3A inh: -5; hIAP act: 1; ATG4B inh: -3; hIAP inh: -2; MPTP inh: -0.1; MIN6 prolif: 3; mIAP inh: 5; APOBEC3G inh: -6; mIAP act: 0.95

What do the screens show for `O=C1NC(=O)C(Sc2ccccc2[N+](=O)[O-])C(=O)N1`?
APOBEC3A inh: -3; hIAP act: 0.98; ATG4B inh: -3; hIAP inh: 2; MPTP inh: -0.4; MIN6 prolif: -1; mIAP inh: 14; APOBEC3G inh: 46*; mIAP act: 0.86

Results for O=C(Nc1cccnc1)c1c(O)c2c(n(Cc3ccccc3)c1=O)CCCC2 ?
APOBEC3A inh: 4; hIAP act: 1; ATG4B inh: -10; hIAP inh: -2; MPTP inh: -2.7; MIN6 prolif: -2; mIAP inh: 3; APOBEC3G inh: 1; mIAP act: 0.97

How did O=c1c2ccccc2nc(-c2ccccc2)n1-c1ccc(O)cc1 do in these assays?
APOBEC3A inh: 2; hIAP act: 0.96; ATG4B inh: 4; hIAP inh: 4; MPTP inh: -0.6; MIN6 prolif: -4; mIAP inh: 0; APOBEC3G inh: -5; mIAP act: 1

How did Cc1ncc(CN2CCCC(C(=O)c3cccc(OC(C)C)c3)C2)s1 (stereo not given) do in these assays?
APOBEC3A inh: -2; hIAP act: 1; ATG4B inh: 11; hIAP inh: -4; MPTP inh: 1.9; MIN6 prolif: -1; mIAP inh: 7; APOBEC3G inh: -6; mIAP act: 0.93

What do the screens show for `Cc1nn(Cc2ccccc2Cl)c(Cl)c1C(=O)OCC(=O)NC(=O)NC1CCCCC1`?
APOBEC3A inh: 2; hIAP act: 0.98; ATG4B inh: 5; hIAP inh: 2; MPTP inh: -2.4; MIN6 prolif: 0; mIAP inh: -2; APOBEC3G inh: -3; mIAP act: 1

Results for O=C(c1cc(C(=O)NCc2ccccc2)c(=O)n(Cc2ccccc2)c1)c1cc(Br)ccc1O ?
APOBEC3A inh: 1; hIAP act: 0.97; ATG4B inh: 14; hIAP inh: 3; MPTP inh: 84*; MIN6 prolif: 0; mIAP inh: 4; APOBEC3G inh: -7; mIAP act: 0.96

What do the screens show for `CC(C)=CCc1c(O)cc2c(c1O)C(=O)CC(c1ccc(O)cc1)O2` (stereo not given)?
APOBEC3A inh: -6; hIAP act: 1; ATG4B inh: -23; hIAP inh: -3; MPTP inh: 3.9; MIN6 prolif: -6; mIAP inh: -4; APOBEC3G inh: -11; mIAP act: 1

Results for Cc1cccnc1-n1c(CN2C(=O)c3ccccc3C2=O)nc2ccccc2c1=O ?
APOBEC3A inh: -1; hIAP act: 1.2; ATG4B inh: -5; hIAP inh: -16; MPTP inh: -1.9; MIN6 prolif: -1; mIAP inh: -4; APOBEC3G inh: -3; mIAP act: 1

How did CCCC(C)n1[nH]c(=O)c2c1NC(=O)CSC2c1ccc(OC)c(OC)c1 (stereo not given) do in these assays?
APOBEC3A inh: 0; hIAP act: 0.9; ATG4B inh: -13; hIAP inh: 10; MPTP inh: 1.4; MIN6 prolif: -3; mIAP inh: 6; APOBEC3G inh: 11; mIAP act: 0.94

Results for CN(c1ccccc1)c1ccc([N+](=O)[O-])c2nonc12 ?
APOBEC3A inh: -3; hIAP act: 0.54; ATG4B inh: 14; hIAP inh: 46*; MPTP inh: 4.2; MIN6 prolif: -5; mIAP inh: 8; APOBEC3G inh: -4; mIAP act: 0.92

What do the screens show for `O=C(COc1ccc(Cl)cc1)N(c1ccccc1Cl)C1CN2CCC1CC2` (stereo not given)?
APOBEC3A inh: -1; hIAP act: 0.94; ATG4B inh: 0; hIAP inh: 6; MPTP inh: -4.8; MIN6 prolif: -4; mIAP inh: 2; APOBEC3G inh: -7; mIAP act: 0.98

Results for CC1=CC(=O)C2=C(C)CC(O)C3C(C)C(=O)OC3C12 (stereo not given) ?
APOBEC3A inh: -1; hIAP act: 1.1; ATG4B inh: -10; hIAP inh: -14; MPTP inh: 0.4; MIN6 prolif: -3; mIAP inh: 5; APOBEC3G inh: -6; mIAP act: 0.95

Results for O=C(c1cn(Cc2ccccc2F)c2ncccc12)C(F)(F)F ?
APOBEC3A inh: 2; hIAP act: 0.79; ATG4B inh: 17; hIAP inh: 21; MPTP inh: 0.3; MIN6 prolif: 1; mIAP inh: -2; APOBEC3G inh: 5; mIAP act: 1

Results for CCN(CC)c1ccc(CC2C(=O)N(C)C(=O)N(C)C2=O)cc1 ?
APOBEC3A inh: 1; hIAP act: 0.96; ATG4B inh: -3; hIAP inh: 4; MPTP inh: 2.1; MIN6 prolif: 0; mIAP inh: -2; APOBEC3G inh: -7; mIAP act: 1

How did CCCC1(CCC)C(=O)NC(=Nc2ccc(C)cc2)NC1=O do in these assays?
APOBEC3A inh: 6; hIAP act: 1.1; hIAP inh: -15; MIN6 prolif: -2; mIAP inh: -2; APOBEC3G inh: -7; mIAP act: 1

Results for COC(=O)C1=C(c2ccc(S(C)(=O)=O)cc2)C[C@@H]2CC[C@H]1N2C(=O)N1CCC(O)CC1 ?
APOBEC3A inh: 0; hIAP act: 0.91; ATG4B inh: -2; hIAP inh: 9; MPTP inh: 0.4; MIN6 prolif: 2; mIAP inh: -6; APOBEC3G inh: -6; mIAP act: 1.1

Results for NCCc1ccc(S(=O)(=O)F)cc1 ?
APOBEC3A inh: -1; hIAP act: 1.1; ATG4B inh: -2; hIAP inh: -11; MPTP inh: -1.9; MIN6 prolif: 4; mIAP inh: -1; APOBEC3G inh: -7; mIAP act: 1
